Screens as filed in PubChem BioAssay.
KLF5 inh: suppresses KLF5 promoter-driven expression | inhibition, % at 5 µM | actives 0.23% (n = 290,000) | DLD-1 KLF5 promoter-luciferase reporter, luminescence;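 active = inhibition above a per-plate limit of that plate's mean compound inhibition plus 3 SD, cut at about 60% in these data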;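 note: 0% = DMSO wells and 100% = LY294002 at 200 µM; higher means less KLF5 promoter-driven luciferase light; inactives centre near -14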
Platelet DG rel: platelet dense granule release activity | human platelet-rich plasma, SFLLRN dense granule ATP release, luminescence | inhibition, %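 (compounds screened at 7.5 µM in platelet-rich plasma)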 | actives 0.22% (n = 300,000) | AID 1663;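 active = mean replicate score, as percent of positive control, at or above 50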
GSK3B inh: inhibitors of human GSK3beta kinase. actives 0.038% (n = 300,000). GST-GSK3beta kinase, ADP-Glo luminescence, 60 min; hits give low values. activity score (negative = inhibition), % at 10 µM;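 active = more than half of replicate wells score below -50%, meaning over 50% inhibition versus plate controls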;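 note: 0% = median DMSO wells and -100% = median GW8510 positive control wells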
Target sequence (P49841 whole entry, looked up): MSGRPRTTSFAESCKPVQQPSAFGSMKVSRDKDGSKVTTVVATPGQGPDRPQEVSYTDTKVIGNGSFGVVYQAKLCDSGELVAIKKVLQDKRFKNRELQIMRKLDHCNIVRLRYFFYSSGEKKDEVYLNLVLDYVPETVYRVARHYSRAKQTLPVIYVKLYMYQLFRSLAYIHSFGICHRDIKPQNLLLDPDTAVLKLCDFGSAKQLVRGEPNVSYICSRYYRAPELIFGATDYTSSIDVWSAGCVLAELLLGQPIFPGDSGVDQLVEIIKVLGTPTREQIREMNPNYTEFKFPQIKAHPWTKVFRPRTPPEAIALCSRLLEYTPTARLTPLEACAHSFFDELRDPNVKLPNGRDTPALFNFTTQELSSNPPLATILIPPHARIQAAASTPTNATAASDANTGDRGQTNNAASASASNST
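Assay system: GST-fused GSK3beta enzyme, cell-free / Medium: Tris pH 7.5 buffer with MgCl2, DTT, BSA, heparin / Also added: peptide substrate plus 25 µM ATP (final) / Compound: 10 µM single point / Timing: kinase reaction with compound 60 min at room temperature / Detection: ADP-Glo luminescence / Benchmarks: DMSO neutral wells and GW8510 at 20 µM as positive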
GSK3 alpha inh: human GSK-3 alpha kinase inhibition | AID 2650 | inhibition, % at 10 µM | actives 0.1% (n = 320,000) | P49840 | ADP-Glo luminescence, 60 min;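 in the data active = inhibition above about 50%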;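 note: GST-tagged GSK-3 alpha with peptide substrate and 25 µM ATP; 0% = DMSO neutral wells and 100% = GW8510 positive control wells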
Target sequence (P49840 whole entry, looked up): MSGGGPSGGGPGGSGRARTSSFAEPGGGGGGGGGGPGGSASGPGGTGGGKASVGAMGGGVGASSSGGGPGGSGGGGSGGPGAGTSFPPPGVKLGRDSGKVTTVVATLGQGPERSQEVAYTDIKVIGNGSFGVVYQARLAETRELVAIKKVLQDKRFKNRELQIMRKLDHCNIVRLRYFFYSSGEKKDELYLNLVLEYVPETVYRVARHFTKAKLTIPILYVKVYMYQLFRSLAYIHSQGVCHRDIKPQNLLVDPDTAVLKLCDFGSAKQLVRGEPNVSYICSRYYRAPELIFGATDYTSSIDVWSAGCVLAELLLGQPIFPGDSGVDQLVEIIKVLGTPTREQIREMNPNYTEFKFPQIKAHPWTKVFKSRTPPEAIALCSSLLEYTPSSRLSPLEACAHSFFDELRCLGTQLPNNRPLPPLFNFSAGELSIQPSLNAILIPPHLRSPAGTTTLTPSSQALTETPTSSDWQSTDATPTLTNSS
IEC-6 tox: kills IEC-6 intestinal cells in KLF5 counter-screen. IEC-6 cytotoxicity, luminescence viability. actives 0.78% (n = 290,000). inhibition, % at 5 µM; in the data active = inhibition above about 22%;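 note: 0% = plate median of test compound wells and 100% = cytotoxic reference compound wells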
HSF1 inhib: HSF1 inhibition | NIH3T3-HGL HSE-luciferase, MG132-induced, luminescence 8 h; hits give low values | activity change, negative = inhibition, % at 7.5 µM (by protocol) | actives 0.77% (n = 300,000);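 active = more than half of replicate wells show activity change below -50%, luminescence cut by over half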;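 note: luciferase reports HSF-1 transcriptional activity via heat shock element; 0% = median of DMSO wells and -100% = zero luminescence signal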
HSP90 refold inh: HSP90 refolding inhibition in rabbit reticulocyte lysate. luciferase refolding luminescence, 3 h. inhibition, % at 5.6 µM. actives 0.91% (n = 290,000);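 active = inhibition above the screen-wide mean plus 3 SD, computed separately per campaign, cut at about 16% in these data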;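 note: 0% = DMSO wells and 100% = 60 µM geldanamycin wells; inhibitors lower the luminescence because luciferase stays unfolded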
Dyrk1A ADPGlo: Dyrk1A (rat) kinase inhibition; ADP-Glo luminescence, NFATc1 peptide; inhibition, % at 12.5 µM; actives 0.43% (n = 310,000); Q63470; in the data active = inhibition above about 50%;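 note: plate controls were vehicle with enzyme for no effect and no enzyme for full effect; many of its hits are not listed in these tables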
HSF-1 act: increases HSF-1 driven luciferase reporter signal; AID 504408; NIH3T3-HGL HSF-1 luciferase reporter, MG132, 8 h; 100% = twice DMSO control signal; actives 1.7% (n = 300,000); activation, % at 9 µM;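 active = mean replicate activation of at least 50% with a set share of replicates each reaching 50%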;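 note: 0% = median of the neutral control wells and 100% = twice that signal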
aSyn UTR inh: 5' untranslated region of α-synuclein, MLPCN primary screen | alpha-synuclein 5'UTR reporter, inhibitor activity | inhibition, % (tested at 7.5 µM) | actives 0.82% (n = 300,000) | AID 1813; in the data active = inhibition above about 60%;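 note: H4 neuroglioblastoma cells stably carrying SNCA 5'UTR luciferase fusion; 0% = DMSO wells and 100% = positive control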
Numbers without * were called inactive; . = not tested or not shown. A portion of the library. The share of hits here may be higher or lower than overall.

SMILES	KLF5 inh	Platelet DG rel	GSK3B inh	GSK3 alpha inh	IEC-6 tox	HSF1 inhib	HSP90 refold inh	Dyrk1A ADPGlo	HSF-1 act	aSyn UTR inh
CCC(Oc1ccccc1)C(=O)N1CCC(C(N)=O)CC1 (stereo not drawn)	-1	0	-4	0	-1	-5	-1	0	-10	-71
COc1ccc(S(=O)(=O)N2CCC(C(=O)N3CCC(C(N)=O)CC3)CC2)cc1Cl	-18	-9	1	-3	1	5	-3	-2	-3	14
C/C(CC1CC(COCC(C)C)OC1=O)=N\NC(N)=S (stereo not drawn)	-24	-18	2	1	2	0	-2	4	4	9
Cc1nc2c(Cl)cc(Cl)cc2[nH]1	-22	22	-1	0	1	-3	-5	20	11	9
CC1CCN(c2nnc(-c3ccccc3)c3ccccc23)CC1	-16	7	-2	-2	2	10	1	2	-5	27
CCC(C)NCC(O)COCc1ccc(Cl)cc1 (stereo not drawn)	-9	3	1	1	3	-3	4	-7	-6	8
CCOC(=O)N1CCC(NC(=O)C2CCC(CNS(=O)(=O)c3ccc(OC)cc3)CC2)CC1 (stereo not drawn)	-22	.	.	.	-2	.	-2	-4	.	.
COc1ccc(CC(=O)NCC2CCCN(Cc3ccc(SC)cc3)C2)cc1 (stereo not drawn)	-21	0	1	1	-3	2	-4	6	-1	2
O=c1sc2ccccc2n1CCCOc1ccccc1	-35	3	0	-1	-4	25	-2	4	17	-137
CC#CC(=O)N1CCC(CO)(CCc2ccccc2)CC1	12	5	-1	-3	1	2	1	-9	4	12
COc1ccc(-c2cc3nc(C)cc(N)n3n2)cc1	-21	94*	-21	17	22*	28	42*	7	43	45
O=C1C(=O)c2ccccc2C(O)=C1c1cccc([N+](=O)[O-])c1	-12	29	-14	0	16	5	4	.	3	24
COc1ccc(CNC(=O)CCn2c(=O)c3cccn3c3ccc(F)cc32)cc1	-15	7	-1	-1	6	6	-1	3	-5	-2
CCC(CC)NC(=O)CCc1nc2ccccc2c(=O)[nH]1	8	-21	-2	1	4	-8	3	-1	-2	5
CC(C)NC(=O)c1ccc(CN2CCC(Cc3ccccc3)CC2)cc1	-26	-5	1	3	-2	-8	0	.	-1	-26

Reformatted with values under each structure: seven of the compounds above
Results follow in this order: KLF5 inh | Platelet DG rel | GSK3B inh | GSK3 alpha inh | IEC-6 tox | HSF1 inhib | HSP90 refold inh | Dyrk1A ADPGlo | HSF-1 act | aSyn UTR inh
> CC#CC(=O)N1CCC(CO)(CCc2ccccc2)CC1
→ 12 | 5 | -1 | -3 | 1 | 2 | 1 | -9 | 4 | 12
> CCC(Oc1ccccc1)C(=O)N1CCC(C(N)=O)CC1 (stereo not drawn)
→ -1 | 0 | -4 | 0 | -1 | -5 | -1 | 0 | -10 | -71
> COc1ccc(CC(=O)NCC2CCCN(Cc3ccc(SC)cc3)C2)cc1 (stereo not drawn)
→ -21 | 0 | 1 | 1 | -3 | 2 | -4 | 6 | -1 | 2
> CCC(CC)NC(=O)CCc1nc2ccccc2c(=O)[nH]1
→ 8 | -21 | -2 | 1 | 4 | -8 | 3 | -1 | -2 | 5
> CCC(C)NCC(O)COCc1ccc(Cl)cc1 (stereo not drawn)
→ -9 | 3 | 1 | 1 | 3 | -3 | 4 | -7 | -6 | 8
> Cc1nc2c(Cl)cc(Cl)cc2[nH]1
→ -22 | 22 | -1 | 0 | 1 | -3 | -5 | 20 | 11 | 9
> O=c1sc2ccccc2n1CCCOc1ccccc1
→ -35 | 3 | 0 | -1 | -4 | 25 | -2 | 4 | 17 | -137

Further records
SMILES	KLF5 inh	Platelet DG rel	GSK3B inh	GSK3 alpha inh	IEC-6 tox	HSF1 inhib	HSP90 refold inh	Dyrk1A ADPGlo	HSF-1 act	aSyn UTR inh
CCOC(=O)c1c(S(=O)(=O)NCCc2ccccc2)c(C)n(C)c1C	-26	-1	4	0	-4	-1	-4	4	10	-6
C/C(N)=C(/C#N)C(=O)COC(=O)CCSc1ccccc1Cl	-13	0	0	-1	1	-9	2	2	-36	-6
CCOC(=O)c1csc(N/N=C2\CCc3ccccc32)n1	-50	0	0	0	-7	7	5	3	34	-60
Cc1cccc(NC(=O)Nc2cnccn2)c1	-12	7	-1	0	4	1	4	7	-5	-8
CN(C)c1ccc(NC(=O)CCN2C(=O)c3cccc([N+](=O)[O-])c3C2=O)cc1	5	-15	3	5	-4	0	-1	.	6	15
COc1ccc(CC(=O)OCC(=O)NCc2ccc(Cl)cc2)cc1	-11	-3	9	7	6	2	2	2	-8	-2
Cc1cc(N2CCOCC2)ccc1/C=C1\NC(=O)N(Cc2ccccc2F)C1=O	-13	0	-5	1	-3	2	3	0	14	1
O=C(Nc1ccsc1C(=O)NC1CCCCC1)c1ccc(F)cc1	8	-4	3	2	-7	-3	-2	1	-1	13
CN(C)S(=O)(=O)c1ccc(C(=O)Nc2ccc(S(=O)(=O)NC3=NCCCCC3)cc2)cc1	-23	-2	4	-2	-1	8	-1	-5	11	13
FC(F)(F)c1cccc(Cc2noc(CN3CCC(N4CCCCC4)CC3)n2)c1	8	6	0	-2	3	-8	2	-17	-3	3
COc1cc(C(=O)NCCc2ccc(S(=O)(=O)N3CCCC3)cc2)cc(OC)c1OC	8	0	2	0	-2	0	-1	6	-2	10
Cc1ccccc1-c1nc(CN2CCC(C(=O)NC3CCCCC3)CC2)c(C)o1	15	-1	-3	1	5	-1	0	-2	-26	-16
CN1CCN(C(=O)C2CCN(c3ncc(C(F)(F)F)cc3Cl)CC2)CC1	-24	1	-2	-1	1	5	1	-1	3	8
O=C(CC1CCCC1)NCCS(=O)(=O)N1CCN(c2ccc(F)cc2)CC1	.	1	0	-3	.	-4	.	16	7	4
Cc1nc2sc(C(c3ccc(F)cc3)N3CCOCC3)c(O)n2n1 (stereo not drawn)	-37	-4	-2	2	6	-1	6	2	-4	14
COC(=O)[C@H](CCSC)NC(=O)NCc1cccs1	20	11	-11	4	-4	0	-2	7	-14	5
O=C1C2C3CCC(C3)C2C(=O)N1Cc1ccccc1 (stereo not drawn)	3	-3	6	-5	1	0	3	-2	8	25
CCC(CC)NC(=O)Nc1ccccc1C	-19	1	-1	-3	1	-8	4	-3	-1	0
Cc1cc(C)n2ncc(C(=O)NCc3cccnc3)c2n1	23	-2	-4	-1	-2	1	-2	1	5	-7
CCOc1ccc(NC(=O)C/C(C)=N/NC(=O)c2cnccn2)cc1	-42	-5	4	.	0	1	-9	17	-15	-14
O=C(O)CN1C(=O)NC2(CCCc3ccccc32)C1=O (stereo not drawn)	-11	-6	1	-1	1	-2	2	11	-20	-3
O=C(CSc1nnc(-c2ccc(S(=O)(=O)N3CCOCC3)cc2)o1)c1ccccc1F	-27	2	-1	-2	2	-4	-2	0	7	2
Cc1ccc(S(=O)(=O)n2ccc3c2CCCC3=O)cc1	34	3	1	-1	3	5	3	0	-7	6
CN(C)/C=C(\C#N)C(=O)N/N=C/c1ccc(Cl)cc1	-5	1	0	.	5	12	6	-6	12	-66
Cc1ccc(S(=O)(=O)Cn2nnnc2CN2CCOCC2)cc1	-22	2	3	1	3	0	-1	4	3	-19
CCN1C(=O)CSC1=NC1C2CC3CC(C2)CC1C3 (stereo not drawn)	-29	-5	1	-2	-4	-2	-1	-1	3	15
N#Cc1c(N)oc(-c2cccs2)c1-c1cccs1	-39	6	-2	1	-4	1	-1	14	4	1
COc1cc(NC2c3ccccc3C(=O)N2c2ccc(C)cn2)cc(OC)c1OC (stereo not drawn)	-93	4	-2	0	-3	17	15	-3	24	-77
O=C(O)c1ccc(CS(=O)(=O)c2c(Cl)cccc2Cl)o1	-7	15	-6	-1	4	-3	5	3	-8	-16
CC[C@H]1c2[nH]c3ccccc3c2C[C@@H]2C(=O)N(c3ccc(F)cc3)C(=O)N21	.	-1	-2	1	.	2	.	-8	-2	5
Cc1c(C)c2ccc(OC(C)C(=O)NC3CC(C)(C)NC(C)(C)C3)cc2oc1=O (stereo not drawn)	-35	17	-2	-6	1	-1	3	-5	8	-14
Clc1ccc(-c2nnnn2-c2ccc(Cl)c(Cl)c2)cc1Cl	-22	-1	3	0	-2	12	1	2	17	26
CCc1c(C)c2ccc(OCC(=O)OC(C)C)c(C)c2oc1=O	2	5	-2	-3	2	-1	3	-1	16	-107
O=C(NC1CC2CCCC(C1)N2S(=O)(=O)c1ccccc1)c1ccccc1 (stereo not drawn)	-6	-4	3	0	1	-5	1	-4	2	12
COc1ccc(/C=N/Nc2ncnc3scc(-c4ccccc4)c23)cc1OC	-16	10	-2	0	2	-5	2	14	-17	-7
CCn1c(SC)nnc1-c1nnc(SC)n1CC	2	-1	0	-2	1	0	1	.	-3	12
CCC(C)(C)n1nnnc1C(c1cc(OC)ccc1OC)N1CCC(C(N)=O)CC1 (stereo not drawn)	-12	-5	-5	2	-2	4	0	-9	0	0
N#Cc1ccc(S(=O)(=O)NCC(=O)OCC(=O)N2CCCC2=O)cc1	.	10	3	-1	.	-4	.	-1	4	7
Cc1ccc(-c2nnn(CC(=O)N(CCN3CCOCC3)C(C(=O)NC3CCCC3)c3ccncc3)n2)o1 (stereo not drawn)	-13	15	2	-2	-1	2	-3	-2	-9	-2
O=C(CC1Oc2ccccc2NC1=O)NCCCN1CCCC1=O (stereo not drawn)	7	-5	2	-1	-1	-6	1	13	-2	-13
COc1ccc(/C=N/NC(=O)c2c(-c3ccccc3)noc2C)cc1	16	-9	0	2	-5	3	0	1	27	-9
O=C(NC1CCCCC1)C(c1ccccc1)N(C(=O)c1csnn1)C1CCCC1 (stereo not drawn)	2	-39	2	-1	5	-4	4	0	-17	1
COCc1cc(C)nc2sc(C(=O)Nc3ccccc3OC)c(N)c12	-33	9	.	0	6	11	0	-1	10	21
